Source: PubChem BioAssay (National Center for Advancing Translational Sciences (NCATS))
S-ASM inh: blocks human secretory acid sphingomyelinase | placental ASM, HMU-PC fluorogenic substrate, 60 min | Potency, µM (highest dose often 57.5 µM), without a hit: at the top dose activity change, negative = inhibition, most hits filed as inhibitors | 340,000 compounds, 0.006% hits | AID 504937; also: potency is read from the fitted curve at half-maximal effect
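Steps: dispense placental human ASM, pin compound, wait 10 min at room temperature, add HMU-PC0 substrate at 9 uM final, incubate 60 min at 37 °C, add stop solution raising pH to 10, read fluorescence.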
Integrin act MD: integrin-mediated muscular dystrophy alleviation activation; alpha7betagal myoblasts, beta-gal FDG fluorescence, 48 h; Potency, µM (highest dose often 38.3 µM), for inactives: top-dose activation, hits mostly activators; 350,000 compounds, 0.064% hits;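 also: potency is read from the fitted curve at half-maximal effect; 100% = response of the positive control SU9516; nearly all actives have a fitted effect of over 60% in size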
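Alpha7betagal+/- myoblasts (passage 13) were plated 16-24 hr, then exposed to compounds (1:260 dilution of DMSO stock) for 48 hours at 37C. After MPER lysis, β-galactosidase reporter activity was read as FDG fluorescence (ex 480/em 540) after 30 minutes.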
Eya2 inh: blocks the phosphatase activity of human Eya2 | recombinant Eya2, OMFP fluorescence dephosphorylation (OMFP is methylfluorescein phosphate) | Potency, µM (highest dose often 76.9 µM), for the others: top-dose activity, negative = inhibition, actives largely listed as inhibitors | 330,000 compounds, 0.006% hits | AID 488837; also: potency is read from the fitted curve at half-maximal effect; % is scaled to controls: 0 for no effect and ±100 for the full control effect
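Eya2 (0.2 uM) preincubated 10 min at ambient with compound, then OMFP substrate added at 50 uM; 10 min reaction in 50 mM HEPES pH 7.5, 50 mM NaCl, 5 uM MgCl2, 0.05% BSA, 1 mM DTT. Fluorescence read at Ex 485/Em 525 nm.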
B2AR arrestin: agonists driving beta-arrestin recruitment to human beta2-adrenergic receptor | P07550 | beta-arrestin recruitment to beta2AR, cell-based reporter | Potency, µM (highest dose often 46.1 µM), for the others: top-dose activation, actives largely listed as activators | 330,000 compounds, 0.02% hits | AID 492947;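 also: potency is read from the fitted curve at half-maximal effect; 0% = DMSO controls and full agonism = EC100 isoproterenol or metaproterenol; nearly all actives have a fitted effect of over 65% in size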
ELG1 genotox: genotoxicity induction in ELG1-luciferase HEK293T cells. Potency, µM (highest dose often 46 µM), for the others: at the top dose activity change, positive = activation, most hits filed as activators. HEK293T ELG1-luciferase reporter, luminescence, 16 h. 330,000 compounds, 1.3% hits; also: potency is read from the fitted curve at half-maximal effect; % of control where 0% means no effect; nearly all actives have a fitted effect of over 60% in size
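After overnight (16 hr) compound treatment at 37 °C, ELG1-luciferase HEK293T cells were lysed with ONE-Glo; luminescence quantified 30 min later at room temperature.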
TSG101-PTAP inh: blocks PTAP/TSG101 interaction to inhibit HIV-1 budding; Q99816; 340,000 tested, under 10 active; Fluorescence polarization, FITC-PTAP peptide / Tsg101 binding; Potency, µM (titrated, usually from 115 µM), for inactives: at the highest dose activity change, negative = inhibition, hits mostly inhibitors; active = well fitted inhibition curve with a large enough effect in the main read-out, with a control signal flat, not every such curve was filed as active; inconclusive = small, poorly fitted or top-dose-only effect, or effect the other way, or a change in a side signal; inactive = no such curve, though single readings can be large or run the other way; also: potency is read from the fitted curve at half-maximal effect; % of control where 0% means no effect
Target sequence (Q99816 whole entry, looked up): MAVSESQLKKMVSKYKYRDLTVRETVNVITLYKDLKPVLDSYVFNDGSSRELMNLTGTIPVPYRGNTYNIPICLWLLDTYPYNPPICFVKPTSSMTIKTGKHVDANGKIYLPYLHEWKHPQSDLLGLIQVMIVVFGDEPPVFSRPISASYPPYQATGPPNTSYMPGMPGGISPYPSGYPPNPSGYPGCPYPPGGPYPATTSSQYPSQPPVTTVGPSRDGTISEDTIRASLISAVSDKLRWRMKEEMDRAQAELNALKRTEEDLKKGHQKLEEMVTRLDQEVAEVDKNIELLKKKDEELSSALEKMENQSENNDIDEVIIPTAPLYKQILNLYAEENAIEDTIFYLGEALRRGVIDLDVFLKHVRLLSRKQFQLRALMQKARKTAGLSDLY
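Steps: Tsg101 binding domain dispensed (10 uM final), compounds pinned in DMSO, FITC-labeled PTAP-motif peptide added (50 nM final); after 20 min binding at room temperature, polarization measured.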
USP2a block: blocks human ubiquitin-specific protease USP2a | O75604 | USP2 core, Ub-CHOP2 coupled fluorogenic reporter, 485/531 | Potency, µM (series often up to 38.3 µM), inactives show at the top dose activity change, negative = inhibition, hits mostly inhibitors | 330,000 compounds, 0.01% hits | AID 463254;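 also: potency is read from the fitted curve at half-maximal effect; plate controls were DMSO wells for no effect and full inhibition by NEM control for full effect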
Target sequence (O75604 whole entry, looked up): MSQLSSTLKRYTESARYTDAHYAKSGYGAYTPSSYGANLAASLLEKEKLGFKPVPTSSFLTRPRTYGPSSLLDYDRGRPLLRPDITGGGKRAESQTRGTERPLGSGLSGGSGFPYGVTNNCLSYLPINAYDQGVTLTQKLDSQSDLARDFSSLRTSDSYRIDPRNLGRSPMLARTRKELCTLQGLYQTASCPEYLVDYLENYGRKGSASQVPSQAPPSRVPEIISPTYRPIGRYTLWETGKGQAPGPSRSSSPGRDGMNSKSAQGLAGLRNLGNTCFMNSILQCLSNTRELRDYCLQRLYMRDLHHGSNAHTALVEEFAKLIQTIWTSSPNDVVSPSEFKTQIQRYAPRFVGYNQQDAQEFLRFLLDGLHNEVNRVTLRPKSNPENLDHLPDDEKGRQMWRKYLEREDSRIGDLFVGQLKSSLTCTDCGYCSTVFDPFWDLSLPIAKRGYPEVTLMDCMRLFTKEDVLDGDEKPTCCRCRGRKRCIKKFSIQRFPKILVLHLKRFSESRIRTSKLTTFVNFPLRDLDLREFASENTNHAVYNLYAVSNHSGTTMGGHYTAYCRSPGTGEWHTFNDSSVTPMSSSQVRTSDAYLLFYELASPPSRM
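USP2 core (10nM final) preincubated 30min RT with compound in 20mM Tris-HCl pH 8.0, 2mM CaCl2, 2mM beta-mercaptoethanol, 0.05% CHAPS; 25nM Ub-CHOP2 plus 25nM reporter substrate added, fluorescence (Ex485/Em531) read after 60min.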
TRPV1 agonist: agonists of human vanilloid receptor 1 (TRPV1). AID 540275. 320,000 compounds, 0.19% hits. TRPV1-expressing cells, Fluo-8 calcium influx, agonist mode. activation, % at 8.33 µM; in the data active = activation above about 80%; inconclusive = between about 30% and that limit; also: 0% is about no effect
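TRPV1-expressing cells were cultured overnight at 35.5C and loaded with Fluo-8 calcium dye for 40 to 90 min at room temperature. After a 10 s baseline, compound was added and calcium influx was read kinetically for 3 min (ex 480/em 520 nm).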
p53 reactivation: mutant p53 re-activation in reporter cells. H1299 p53-A138V BP100-luciferase reporter, luminescence, 24 h. Potency, µM (top dose mostly 92.2 µM), inactives show at the top dose activity change, positive = activation, usual class: activators. 320,000 compounds, 0.063% hits. AID 504706; also: potency is read from the fitted curve at half-maximal effect; % of control where 0% means no effect; nearly all actives have a fitted effect of over 45% in size
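H1299 (p53-null), stable ts p53-A138V + BP100-Luc; 1000 cells/well, Opti-MEM/10% FBS; cpd 4 pt, 1:5; 24 h, 37 deg C, 5% CO2; detection reagent 10 min RT; luminescence.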
BRCA1 expr up: BRCA1 expression activation | MCF7-BRCA1-FFLuc reporter, luminescence, 48 h; response scale: scaled: vehicle 0%, 10 µM genistein 100% | Potency, µM (highest dose often 46.1 µM), without a hit: at the top dose activation, most hits filed as activators | 380,000 compounds, 1.1% hits | AID 624202; also: potency is read from the fitted curve at half-maximal effect; nearly all actives have a fitted effect of over 80% in size; some results filed as inactive show a strong effect at the top dose
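48 h compound treatment of MCF7-BRCA1-FFLuc cells (phenol-red free MEM, 37 °C), then 15 min with luciferase substrate and luminescence imaging.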
uPA generation: inhibitors of cell surface uPA generation; 330,000 compounds, 0.31% hits; cell surface uPA generation assay, qHTS; Potency, µM (series often up to 38.3 µM), for inactives: at the highest dose activity change, negative = inhibition, usual class: inhibitors; active = well fitted inhibition curve with a large enough effect; inconclusive = small, poorly fitted or top-dose-only effect; inactive = no such curve, though single readings can be large or run the other way; tested in mouse RAW 264.7 cells; also: potency is read from the fitted curve at half-maximal effect; % is scaled to controls: 0 for no effect and ±100 for the full control effect; nearly all actives have a fitted effect of over 55% in size
An asterisk follows results filed as active; ? = inconclusive; . = no result given; & = joins results of further samples; [ ] = dose if it differs, or a comment. Unless noted, calls follow the shape of the dose curve; as a rule, active = well fitted curve in the direction sought with a large enough effect; inconclusive = small, poorly fitted or top-dose-only effect, or another doubt; inactive = no such curve, though single readings can be large; an effect the other way counts as inactive or inconclusive. Only part of the results is shown; count on the stated rates, not on these rows.

SMILES	S-ASM inh	Integrin act MD	Eya2 inh	B2AR arrestin	ELG1 genotox	TSG101-PTAP inh	USP2a block	TRPV1 agonist	p53 reactivation	BRCA1 expr up	uPA generation
COC(=O)C1=C(c2c(C)noc2C)C[C@@H]2CC[C@H]1N2C(=O)NCc1ccc(C(F)(F)F)cc1	1%	-7%	5%	-0.1%	-3%	-5%	-1%	-1	-14%	0%	-7%
O=c1[nH]c(=S)n(Cc2ccc(F)cc2)c(O)c1C=NCc1ccc2c(c1)OCO2	3%	?	-1%	-0.4%	0%	-2%	3%	0	10%	9%	1%
Fc1ccccc1CCNCc1cccc(Cl)c1Cl	3%	4%	-21%	-0.3%	0%	-11%	0%	.	7%	50%	9%
CC1CCC2(CC1)NC(=O)N(NC(=O)CCl)C2=O (stereo unspecified)	1%	-16%	-3%	-0.2%	-2%	-1%	2%	-2	?	21%	5%
O=C(NCC1CCCO1)C1CCN(C2CCN(C(=O)Cc3ccsc3)CC2)CC1 (stereo unspecified)	2%	?	10%	-0.8%	1%	0%	1%	0	-3%	-5%	1%
O=[N+]([O-])c1ccc(C[n+]2c(-c3ccccc3)cc(-c3ccccc3)cc2-c2ccccc2)cc1	-3%	-4%	-8%	-0.1%	-8%	-5%	-2%	-4	-7%	-25%	-10%
Cc1ccsc1-c1nc(CSCC(=O)N2CCC3(CC2)OCCO3)c(C)o1	0%	-37%	7%	-0.3%	-3%	-8%	6%	17	10%	-33%	-2%
O=C(Cc1c(Cl)cccc1Cl)N1CCN(Cc2ccccc2)CC1	5%	?	-11%	-0.3%	-2%	0%	-2%	2	-3%	-20%	?
c1ccc2c(c1)-c1cccc3cccc-2c13	131%[activator]	1%	-22%	0.9%	23%	-1%	2%	1	-1%	15%	11%
CC(=O)Nc1ccccc1C(=O)C(=O)Nc1cccc(C(=O)N2CCC3(CC2)OCCO3)c1	-2%	24%	-18%	-0.2%	-3%	-2%	-1%	1	9%	-5%	4%
COC(=O)Cn1cc(C(=O)c2ccccc2F)c2ccccc21	2%	-18%	-5%	-0.4%	2%	-3%	3%	1	?	-11%	-1%
Cc1ccc(NC(=O)[C@@H](NC(=O)N2C[C@H]3C[C@@H](C2)c2cccc(=O)n2C3)C(C)C)cc1	1%	-7%	6%	-0.3%	0%	1%	3%	2	4%	0%	0%
CC1CCCCN1C(=O)Cn1cc(C=C2C(=O)N(C)C(=O)N(C)C2=O)c2ccccc21 (stereo unspecified)	6%	-34%	-1%	-1.2%	3%	-3%	?	1	-4%	-21%	3%
CC1(C(O)(C#CCN2CCCCC2)c2ccccc2)CCCC1 (stereo unspecified)	-1%	-47%	-12%	-1.7%	-7%	1%	-1%	7	5%	-4%	0%
COC(=O)C1=C(c2ccc(F)cc2OCc2ccccc2)C[C@@H]2CC[C@H]1N2C(=O)NCc1ccc(N(C)C)cc1	-10%	-2%	3%	-0.7%	-8%	-2%	3%	26	10%	-27%	?
Clc1ccc2[nH]c3c(c2c1)CCNC3	-2%	-52%[inhibitor]	-16%	2.5%	1%	-3%	2%	0	.	-4%	-16%
CN1C2CCC1/C(=C/c1ccccn1)C(=O)/C2=C\c1ccccn1	-2%	-36%	-4%	-0.1%	-23%	0%	1%	3	-25%	.	-25%
CN(C)c1ccc(/C=C/C=C2/C(=O)NC(=O)N(c3ccccc3)C2=O)cc1	-2%	4%	-8%	-0.8%	-5%	11%	0%	13	-11%	54%	4%
CCC(C)(O)C(=O)OC1C(=O)OC2CC3C(C)=CC(=O)C(O)C3(C)C3C4(O)OCC23C1C(C)C4O (stereo unspecified)	5%	-53%[inhibitor]	.	.	.	0%	.	.	.	.	-11%
CCCCN1C(=O)C(C2c3ccccc3C(=O)N2Cc2ccccc2)C(=O)NC1=S (stereo unspecified)	3%	8%	-3%	-0.1%	0%	-4%	0%	0	-1%	7%	3%
CN1CCc2nc(N)c(C#N)c(-c3ccccc3)c2C1	7%	11%	-8%	0.0%	-3%	-11%	1%	-4	0%	10%	3%
O=C(COc1ccc(Br)cc1)N1CCN(Cc2ccncc2)CC1	0%	-6%	16%	8.5%	1%	-2%	2%	6	-10%	-19%	5%
Cc1ccc(OP(=O)(NC(C)c2ccccc2)Oc2ccc(C)cc2)cc1 (stereo unspecified)	-3%	22%	5%	-0.7%	-2%	-5%	-1%	?	-1%	-18%	2%
COC(=O)C1=C(c2ccc(F)cc2OCc2ccccc2)C[C@@H]2CC[C@H]1N2C(=O)NCc1ccccc1Cl	4%	-8%	8%	-0.6%	-5%	-5%	-1%	18	4%	-55%	?
CCOC(=O)C1CCN(Cc2ccc(Cl)nc2)CC1	2%	7%	-6%	-0.3%	1%	-8%	-2%	1	2%	-18%	1%
Cc1nn(Cc2ccccc2)c(C)c1C=C1C(=O)NC(=S)NC1=O	5%	2%	0%	-0.8%	-3%	-3%	0%	0	-25%	-39%	2%
O=C(NP(=O)(N1CC1)N1CC1)c1cc(I)ccc1I	?	-4%	.	.	.	-3%	.	.	.	-5%	7%
CCC(=Nc1ccc(OC)cc1OC)c1c(O)n(C)c(=O)n(C)c1=O	-1%	-24%	23%	0.2%	-5%	-2%	-1%	0	-1%	-65%	3%
Nc1ccc(-c2ccc(N)cc2)cc1	0%	-1%	.	.	.	-1%	.	.	.	59%	-14%
CCSC1=NN1c1cc(C)nc(N)n1	10%	12%	-10%	2.8%	3%	-4%	0%	-4	2%	5%	-22%
COc1cc(/C=C/c2nc3ccccc3c(=O)n2-c2ccccc2O)ccc1O	-8%	-251%[inhibitor]	0%	-0.3%	11%	-6%	1%	7	20%	-63%	-16%
CC1(CCl)CN1S(=O)(=O)c1ccccc1 (stereo unspecified)	4%	-47%[inhibitor]	-20%	0.5%	5%	-1%	8%	2	6%	-6%	-8%
O=C1NC(=O)C(=Cc2ccc3c(c2)OCO3)C(=O)N1	.	.	-11%	-0.1%	-1%	.	0%	-1	-3%	.	.
O=C(O)CCCc1ccc(N(CCCl)CCCl)cc1	6%	.	-2%&-3%	-0.4%	5%	2%	-1%	1	-1%	3%&15%	?
O=C(NC[P+](=O)O)OCc1ccccc1	?	2%	6%	-0.2%	-1%	2%	-1%	-1	2%	-15%	-5%
N#Cc1ccc(Cn2cc(C=O)c3ccccc32)cc1	0%	52%	6%	0.0%	-7%	-2%	-2%	1	.	-47%	-9%
CNc1ccc2oc(C[C@H]3O[C@@]4(CC[C@H]3C)O[C@H]([C@H](C)C(=O)c3ccc[nH]3)[C@H](C)C[C@H]4C)nc2c1C(=O)O	.	.	-7%&2%	-0.3%	-16%	-5%	-20%	?	1%	-69%	?
Cc1ccc(CNC2=NCCS2)cc1	2%	-20%	-5%	-0.3%	1%	-1%	0%	-5	-3%	60%	1%
COc1ccc(Br)cc1CN1CCN(CCO)CC1	1%	8%	14%	0.0%	0%	.	0%	-2	-6%	6%	10%
COC(=O)CC1(Cc2ccccc2)C(=O)NC(=O)NC1=O	3%	-22%	4%	-0.2%	0%	-3%	2%	0	10%	0%	5%
O=C1OC(=O)C2C3CCC(O3)C12 (stereo unspecified)	.	.	7%&0%	0.9%	?	.	0%	3	14%	.	.
c1ccc(C(OCCN2CCNCC2)c2ccccc2)cc1	7%	-4%	-1%	-0.1%	2%	-1%	0%	9	-2%	-15%	3%
O=c1c2ccccc2nc(N2CCCC2)n1-c1ccc(Cl)cc1	20%	10%	-2%	-0.4%	-1%	-6%	0%	-4	4%	-34%	.
CC1=C(/C=C/c2ccccc2)CCN(C)C1	2%	-3%	11%	0.1%	2%	.	-2%	6	-5%	2%	-2%
CC1CC(=O)c2c(cc3c(-c4c(O)cc(O)c5c(O)c6c(cc45)OC(C)CC6=O)c(O)cc(O)c3c2O)O1 (stereo unspecified)	-30%	-50%[inhibitor]	-17%	0.1%	-9%	?	-4%	-1	-12%	-61%	?
O=C(c1ccc(-c2ccccc2)cc1)C1CCCN(Cc2ccn[nH]2)C1 (stereo unspecified)	2%	-27%	-6%	-0.6%	-4%	-4%	0%	15	-3%	-8%	7%
COc1ccccc1N1C(=O)NC(=O)/C(=C\c2cnn(-c3ccccc3)c2)C1=O	0%	5%	11%	0.2%	?	3%	11%	-4	-4%	2%	-8%
O=Cc1cn(Cc2cccc([N+](=O)[O-])c2)c2ccccc12	0%	-19%	3%	-1.5%	-5%	-1%	-3%	-2	-7%	-60%	-2%
